Bioassay records as filed in PubChem BioAssay.
TEAD-YAP block – TEAD-YAP interaction inhibition; inhibition, % at 9.12 µM; HEK-TIYL cells, TEAD-Gal4/YAP UAS-luciferase luminescence; 1.4% of 640,000 active; in the data active = inhibition above about 32%;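 also: 0% = median of test compound wells and 100% = reference inhibitor wells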
FBW7 activator – human FBW7 E3 ligase activation, primary screen; Q969H0; AlphaScreen FBW7–phospho-cyclin E peptide binding, activator screen; normalized activity (activation), % at 26.1 µM; 0.13% of 650,000 active; in the data active = normalized activity above about 1.9%;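 also: purified mutant Fbw7 with reduced substrate affinity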
Target sequence (Q969H0 whole entry, looked up): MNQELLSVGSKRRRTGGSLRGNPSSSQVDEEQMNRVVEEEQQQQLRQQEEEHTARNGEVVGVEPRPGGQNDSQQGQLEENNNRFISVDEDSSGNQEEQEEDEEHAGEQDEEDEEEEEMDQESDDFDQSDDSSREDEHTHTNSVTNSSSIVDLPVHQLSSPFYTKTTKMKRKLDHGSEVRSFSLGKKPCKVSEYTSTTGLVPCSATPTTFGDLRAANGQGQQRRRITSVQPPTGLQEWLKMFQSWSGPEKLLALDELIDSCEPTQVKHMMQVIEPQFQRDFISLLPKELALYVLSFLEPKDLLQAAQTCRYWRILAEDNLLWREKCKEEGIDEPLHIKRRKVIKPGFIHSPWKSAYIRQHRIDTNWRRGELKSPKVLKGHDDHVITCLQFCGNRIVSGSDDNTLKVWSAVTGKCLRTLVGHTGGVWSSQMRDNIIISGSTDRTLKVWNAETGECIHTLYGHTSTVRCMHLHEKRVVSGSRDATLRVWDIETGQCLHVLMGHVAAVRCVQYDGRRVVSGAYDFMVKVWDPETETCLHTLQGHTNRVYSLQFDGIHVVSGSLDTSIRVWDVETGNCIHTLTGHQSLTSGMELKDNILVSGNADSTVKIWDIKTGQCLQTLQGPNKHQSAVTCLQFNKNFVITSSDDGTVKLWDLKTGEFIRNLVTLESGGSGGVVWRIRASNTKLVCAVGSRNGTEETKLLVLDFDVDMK
MITF inh – blocks human microphthalmia-associated transcription factor; O75030; AlphaScreen MITF homodimerization, bead proximity signal; inhibition, % at 2.6 µM; 0.91% of 650,000 active; in the data active = inhibition above about 50%;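 also: 0% = vehicle wells with protein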
GPR151 ag – activators of human GPR151; Q8TDV0; PathHunter beta-arrestin GPR151 cells, luminescence; activation, % at 11.2 µM; 1% of 650,000 active; AID 1508602; in the data active = activation above about 4.9%;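 also: 0% = median of compound wells and 100% = cells with positive control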
* marks the source's active call; other numbers are inactive results. Not a hit list, and some 3.4% of all compounds hit somewhere here.

SMILES	TEAD-YAP block	FBW7 activator	MITF inh	GPR151 ag
COc1cc2c(c([N+](=O)[O-])c1)NC(c1ccc(Br)cc1)C1CC=CC21 (centres undefined)	4.7	-0.3	12.9	-1.2
CCOC(=O)C1CCN(C(=S)Nc2cc(OC)c(Cl)cc2OC)CC1	-0.4	0.8	4.7	-1.1
COC(=O)C1=NN(C(=O)c2ccc(C)cc2)C(O)(c2ccc(Cl)cc2)C1 (centres undefined)	-8.2	-0.2	-21.5	3.0
COC(=O)C1=C(C)N(Cc2cccnc2)C(=O)/C1=C\c1cccc(Cl)c1	-5.8	0.2	-1.7	0.4
Cn1c(CCNC(=O)C2CC23CCN(Cc2ccc4c(c2)CCO4)CC3)nc2ccccc21 (centres undefined)	9.7	0.1	1.5	-0.9
O=C(Nc1c(Cl)cc(Cl)cc1Cl)c1ccncc1	4.5	-0.1	-7.2	0.4
CCOc1c(S(=O)(=O)NCc2ccccn2)ccc(Cl)c1Cl	-0.8	0.3	13.0	-1.6
CCC(C)(C)NC(=O)C1CCCN1C(=O)Nc1cccc(C)c1 (centres undefined)	-7.5	0.0	-4.0	0.1
Cc1ccc2oc(-c3ccc(C)c(NC(=O)c4ccccc4I)c3)nc2c1	2.2	-0.1	-4.8	-0.7
COC(=O)[C@@H](NC1CCCN(c2nc(C)c3ccc(C)cc3n2)CC1)C(C)C (some centres undefined)	-9.4	-0.1	-2.7	1.2
Cc1cccc(C)c1OC(=O)C(C)N1C(=O)C2C3C=CC(C4CC34)C2C1=O (centres undefined)	14.8	1.5	16.6	-0.2
Cc1cc(C)c(S(=O)(=O)N2CCOCC2)c(C)c1N(C)S(=O)(=O)c1ccccc1	-4.7	0.2	0.2	0.3
COCCn1c(C)cc(C(=O)COc2ccc(C)cc2Br)c1C	-7.9	-0.1	-12.7	-1.0
CCCCn1c2ccccc2c2nc3cc(OC(C)C)c(OC(C)C)cc3nc21	5.4	0.1	-19.8	-1.6
Cc1ccc(CN2CC34C=CC(O3)C(C(=O)NCc3ccc(Cl)cc3)C4C2=O)cc1 (centres undefined)	-3.8	0.0	2.5	1.5
O=C(Nc1ccc(Cl)cc1F)c1cc(S(=O)(=O)NCc2ccc(F)cc2)ccc1F	-4.0	0.0	1.6	0.5
CC(C)(C)NC(=O)C(c1ccco1)N(C(=O)c1csnn1)c1ccccc1F (centres undefined)	-0.3	0.2	25.4	-0.5
O=C(NCCN1CCOCC1)c1cccc(N2CCOCC2)c1	3.9	0.1	18.3	-0.6
Cc1ccc(/C(O)=C2\C(=O)C(=O)N(c3nc4ccccc4s3)C2c2ccc(Cl)cc2)cc1 (centres undefined)	-50.7	0.8	23.4	-0.8
CC1SC(C)C(=O)N(CC(=O)NC2CCCCC2)C1=O (centres undefined)	2.2	-0.1	-18.2	-0.8
CCC(=O)Nc1ccc(-c2nc3ccccc3s2)cc1	84.5*	0.1	19.8	-8.3
Cc1c(Cl)cccc1NC(=O)C1Sc2nnc(C)n2NC1c1ccc(F)cc1 (centres undefined)	8.3	-0.1	0.5	-0.1
Cc1ccc(S(=O)(=O)N2CCCC(C(=O)N/N=C/c3cc(C#N)n(C)c3C)C2)cc1 (centres undefined)	-1.3	-0.1	-1.2	-2.1
COc1ccc(-c2cc(C(=O)Nc3cccc(O)c3)on2)cc1OC	-50.7	0.0	10.4	-0.3
COc1ccc(NC(=O)c2ccc(C)cc2Cl)cc1OC	-18.5	0.0	14.5	-1.1
COc1ccc(CC(=O)NCC2CCCN(C(=O)CN3CCCCC3=O)C2)cc1 (centres undefined)	0.9	-0.1	2.2	-1.4
COc1ccc(CCNCCN2CCOCC2)cc1	-6.3	-0.4	84.0*	-0.8
CCOC(Cn1c(=S)[nH]c2ccccc2c1=O)OCC	-4.6	0.1	-5.6	2.9
COc1ccc(NC(=O)c2c(OC)cccc2OC)cc1[N+](=O)[O-]	-5.5	-0.1	-1.5	-0.4
CCC(CC)C(=O)Nc1cc(Cl)ccc1OC	10.2	0.3	10.7	-0.7
Cc1cc(F)ccc1NC(=O)CCc1c(C)nc2nc(CN)nn2c1C	3.7	-0.5	-1.9	1.7
COc1ccc(NC(=O)CN2C(=O)CC(C)Sc3ccccc32)cc1OC (centres undefined)	10.4	0.2	12.2	-0.3
Cn1cnn(CN2CCN(c3cccc(Cl)c3)CC2)c1=S	4.4	0.1	4.8	2.4
CCOC(=O)c1c(C)oc2c1c(CN1CCc3ccccc3C1)c(O)c1ccccc12	-4.4	0.8	12.8	0.9
O=C(Nc1ccc(Oc2ccc(NC(=O)C34CC5CC(CC(C5)C3)C4)cc2)cc1)C12CC3CC(CC(C3)C1)C2	9.0	0.0	-14.7	0.4
O=C1NC(=Nc2ccccc2)S/C1=C/c1cccc(C(F)(F)F)c1	1.9	0.1	12.4	-1.2
O=C1c2ccccc2S(=O)(=O)c2cc(C(=O)N(c3ccccn3)c3ccccn3)ccc21	-3.7	-0.3	8.4	0.7
COc1ccccc1C1CN(CCNC(=O)C2CNC(=O)C2)Cc2ccccc2O1 (centres undefined)	14.5	0.3	2.4	-0.8
CCN(CC)C(=O)Cn1nc2c(C)cc3cc(C)ccc3n2c1=O	-12.4	0.0	2.2	-1.1
COC(=O)[C@H]1CCc2ccccc2N1C(=O)Cc1cccs1	2.7	0.9	9.4	2.0
C=CCO/N=C(\CCC)C1C(=O)CC(CC(C)SCC)CC1=O (centres undefined)	5.9	-0.1	12.9	1.2
Cc1ccccc1Nc1nc(-c2ccccc2)nc2ccccc12	2.6	0.0	-2.9	1.3
O=c1[nH]c(=O)n(-c2ccccc2)c(O)c1C=Nc1ccccc1O	-10.1	0.2	1.9	-1.2
O=C(Nc1ccccc1)N1CCN(c2ccccc2Cl)CC1	-28.1	-0.3	9.7	0.6
CCC(C)C(=O)NCc1nnc2n1CCN(Cc1cccc3cccnc13)CC2 (centres undefined)	5.5	0.1	-3.4	0.0
O=C1c2ccccc2C(=O)N1CSc1nc2ccccc2c(=O)[nH]1	-10.2	-0.1	-5.8	-1.1
O=C(OCC(=O)N1CCc2ccccc21)c1cc(O)c2ccccc2c1O	-11.0	0.4	9.8	-0.4
CCN(CC)Cc1ccc(C(=O)NCC2C3CC4CC(C3)CC2C4)c(=O)[nH]1 (centres undefined)	-2.0	0.1	-20.1	1.1
COC(=O)c1ccc(NCN2C(=O)c3ccccc3C2=O)cc1	-0.7	0.0	20.0	-1.2
O=C(COC(=O)c1cc(Cl)ccc1O)Nc1ncc(C(F)(F)F)cc1Cl	7.6	0.1	1.6	-0.2
O=C(Nc1cc(Oc2ccc3c(c2)CCC3)cc([N+](=O)[O-])c1)c1nn2c(C(F)(F)F)cc(-c3cccs3)nc2c1Cl	-10.0	1.2	12.7	0.6
CN(C(=O)c1cccs1)C1CCS(=O)(=O)C1 (centres undefined)	10.2	0.3	15.6	-1.1
O=S(=O)(Nc1nc(-c2ccccc2)cs1)c1ccc(Cl)cc1	-0.9	0.0	0.1	0.7
CCOC(=O)NC(Nc1sc2c(c1C(N)=O)CCCC2)(C(=O)OCC)C(F)(F)F (centres undefined)	-11.1	-0.2	-5.1	-0.4
O=C(NCc1ccc(F)cc1)C1CC(=O)N(CCc2ccccc2)C1 (centres undefined)	-7.1	0.0	-9.6	0.6
Cc1ccc(S(=O)(=O)N2C(=O)C(=O)c3ccccc32)cc1	6.0	0.2	-5.2	0.1
CCC(=O)NC(c1nnc2n1CCN(Cc1cccc(OCCO)c1)CC2)C(C)C (centres undefined)	4.8	0.0	5.2	-0.4
COc1ccc(-n2c3c(cc(C(=O)NC4CC(C)(C)NC(C)(C)C4)c2=O)C(=O)CC(C)(C)C3)cc1	-1.1	0.1	19.2	0.6
CCCCNC(=O)CCN1N=C(c2ccc(C)cc2)CCC1=O	-2.8	-0.1	-0.6	-1.3
Cn1cnnc1Sc1ccc(C(=O)NNC(=O)COc2ccccc2F)cc1[N+](=O)[O-]	5.0	0.1	5.8	0.8
Other entries.
SMILES	TEAD-YAP block	FBW7 activator	MITF inh	GPR151 ag
CC(=O)Nc1ccccc1C(=O)OCC(=O)c1ccc([N+](=O)[O-])cc1	-6.0	0.0	-20.6	-0.9
C/C(=N\Nc1nc(N)ncc1[N+](=O)[O-])c1cccs1	-43.2	0.5	18.4	-2.0
CCOc1ccccc1NC(=O)C1=C(C)NC(=O)NC1c1ccccc1C (centres undefined)	7.6	0.0	4.8	-0.5
O=C(Nc1ccc(Cl)c(Cl)c1)OCCF	-21.4	-0.1	-9.9	1.7
O=S(=O)(c1cccc2cccnc12)N1CCC(c2nc(-c3ccc(F)cc3)no2)CC1	-0.6	0.4	5.3	-1.4
COC(=O)CCCNS(=O)(=O)c1ccc([N+](=O)[O-])cc1	5.5	0.0	9.8	0.7
O=C(Nc1ccc(F)cc1F)c1nn2c(c1Cl)NC(c1ccco1)CC2C(F)(F)F (centres undefined)	0.0	0.0	5.4	-1.4
CCOC(=O)c1sc2nc(SCc3c(F)cccc3Cl)n(Cc3ccc4c(c3)OCO4)c(=O)c2c1C	-5.5	0.1	13.1	1.4
COC(=O)c1cnn2c1NCN(Cc1ccccc1Cl)C2	2.0	-0.1	4.5	0.4
COC(=O)C(C)(Cl)CNS(=O)(=O)c1ccc(Cl)cc1 (centres undefined)	23.6	0.0	-5.2	-1.3
CC1=CC2=NC(=O)CC(C)(C(=O)N(CC(=O)NC(C)C)C3CCCC3)N2C=C1 (centres undefined)	0.9	0.1	6.6	0.6
CCOC(=O)c1ccc(NC(=S)N(Cc2ccc(C)cc2)Cc2ccccn2)cc1	-13.9	-0.2	-5.8	0.7
NC(=O)c1nc(-c2cccnc2)nc2c1[nH]c(=O)n2CC1CCCO1 (centres undefined)	3.1	0.1	3.0	-0.5
CC(=O)c1ccc(SCC(=O)Nc2ccc3ccccc3c2)c([N+](=O)[O-])c1	7.8	0.4	15.2	0.4
Cc1[nH]c2ccccc2c1/C=N/OC(=O)Nc1ccccc1	-34.1	0.0	2.5	0.2
Cc1cc(C)c(OCCCCNCCO)c(Cl)c1	-3.9	0.0	36.6	-0.2
COC(=O)c1ccc2c(c1)NC(=O)/C(=C\c1cccc(OC)c1)S2	22.0	-0.1	1.1	0.8
COc1ccc2oc(=O)c(-c3nc(-c4ccc(Cl)cc4Cl)cs3)cc2c1	-11.6	0.0	-14.8	0.1
NN1C=NN2C(SCC(=O)Nc3nnc(SCC(=O)Nc4ccc(Cl)c(Cl)c4)s3)=NNC12 (centres undefined)	11.0	-0.1	0.4	-1.3
CCOC(=O)c1c(NC(=O)/C=C/c2cccc(Cl)c2)sc(C(N)=O)c1C	-3.6	0.0	-0.5	0.2
O=c1[nH]c(SCc2cc(=O)n3ccccc3n2)nc2c1CCC2	-3.9	0.3	14.2	-0.4
CC1CC(=O)N(CC(=O)Nc2ccccc2F)c2ccccc2S1 (centres undefined)	1.1	0.2	8.4	1.5
CC(=O)N1CCc2ccc(S(=O)(=O)Nc3ccccc3C)cc21	5.8	-0.1	-6.3	0.6
Cc1ccc(-c2nc(Cn3c(=O)n(CC4CCCO4)c(=O)c4ccccc43)c(C)o2)cc1 (centres undefined)	4.2	0.0	-2.0	-0.9
CCNC(=O)CN1c2cccc3cccc(c23)S1(=O)=O	-7.8	0.0	-8.6	0.0
CCOc1ccc(NC(=O)CCNC(=O)Cn2cnc3sc4c(c3c2=O)CCCC4)cc1	-3.8	0.5	12.6	-0.3
COc1ccc(OC)c(NC(=O)C2=C(C)NC(=O)NC2c2ccc(O)c(OC)c2)c1 (centres undefined)	8.4	-0.1	16.8	-0.3
COc1ccc(NC(=O)c2ccc(COCC(F)(F)C(F)F)cc2)cc1	-13.9	0.7	-5.6	0.8
O=C(CCc1ccccc1)NNC(=O)c1ccccc1[N+](=O)[O-]	-3.3	0.1	-0.8	-1.3
CC1CCN(S(=O)(=O)c2nnc(NC(=O)c3ccccc3Br)s2)CC1	1.5	-0.2	4.8	-0.9
COc1ccc(C2Nc3ccccc3C(=O)N2c2ccccc2)cc1COc1ccc(F)cc1 (centres undefined)	-9.3	0.1	7.1	0.6
CCCOC(=O)C1=C(C)NC2=C(C(=O)CC(c3cccs3)C2)C1c1cccc([N+](=O)[O-])c1 (centres undefined)	18.9	0.8	20.0	0.1
COc1ccc(S(=O)(=O)NNC(=O)Nc2ccccc2)cc1	3.7	0.1	2.0	-0.2
CC(C)NC(=O)[C@@H]1C[C@H](NCc2ccncc2)CN1Cc1ccc2ccccc2c1	7.1	0.3	11.4	-0.5
CCc1ccc(N2C(=O)C(Cl)=C(Nc3ccccc3OC)C2=O)cc1	-2.7	-0.5	9.6	-0.6
